Screening results deposited in PubChem BioAssay by several laboratories.
TROY NFkB inh: TROY signaling inhibition | AID 1347056 | inhibition, % at 10 µM | Q293 LMP1-TROYcd NF-kB luciferase reporter, 4 h | hit rate 0.98% among 360,000;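 active = compounds whose plate-normalised and pattern-corrected inhibition of the luciferase reporter signal at the single screening dose is 50% or more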
SRC1 inh: human NCOA1 inhibition. hit rate 0.12% among 360,000. HEK293 GAL4-SRC1 luciferase reporter, luminescence. Q15788. inhibition, % at 3.6 µM. AID 588354;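 active = inhibition above the campaign mean plus 3 SD, with each screening campaign given its own cutoff, cut at about 60% in these data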;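 note: 0% = DMSO treated cells and 100% = gossypol at 36 µM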
Target sequence (Q15788 whole entry, looked up, the tested form may be a part): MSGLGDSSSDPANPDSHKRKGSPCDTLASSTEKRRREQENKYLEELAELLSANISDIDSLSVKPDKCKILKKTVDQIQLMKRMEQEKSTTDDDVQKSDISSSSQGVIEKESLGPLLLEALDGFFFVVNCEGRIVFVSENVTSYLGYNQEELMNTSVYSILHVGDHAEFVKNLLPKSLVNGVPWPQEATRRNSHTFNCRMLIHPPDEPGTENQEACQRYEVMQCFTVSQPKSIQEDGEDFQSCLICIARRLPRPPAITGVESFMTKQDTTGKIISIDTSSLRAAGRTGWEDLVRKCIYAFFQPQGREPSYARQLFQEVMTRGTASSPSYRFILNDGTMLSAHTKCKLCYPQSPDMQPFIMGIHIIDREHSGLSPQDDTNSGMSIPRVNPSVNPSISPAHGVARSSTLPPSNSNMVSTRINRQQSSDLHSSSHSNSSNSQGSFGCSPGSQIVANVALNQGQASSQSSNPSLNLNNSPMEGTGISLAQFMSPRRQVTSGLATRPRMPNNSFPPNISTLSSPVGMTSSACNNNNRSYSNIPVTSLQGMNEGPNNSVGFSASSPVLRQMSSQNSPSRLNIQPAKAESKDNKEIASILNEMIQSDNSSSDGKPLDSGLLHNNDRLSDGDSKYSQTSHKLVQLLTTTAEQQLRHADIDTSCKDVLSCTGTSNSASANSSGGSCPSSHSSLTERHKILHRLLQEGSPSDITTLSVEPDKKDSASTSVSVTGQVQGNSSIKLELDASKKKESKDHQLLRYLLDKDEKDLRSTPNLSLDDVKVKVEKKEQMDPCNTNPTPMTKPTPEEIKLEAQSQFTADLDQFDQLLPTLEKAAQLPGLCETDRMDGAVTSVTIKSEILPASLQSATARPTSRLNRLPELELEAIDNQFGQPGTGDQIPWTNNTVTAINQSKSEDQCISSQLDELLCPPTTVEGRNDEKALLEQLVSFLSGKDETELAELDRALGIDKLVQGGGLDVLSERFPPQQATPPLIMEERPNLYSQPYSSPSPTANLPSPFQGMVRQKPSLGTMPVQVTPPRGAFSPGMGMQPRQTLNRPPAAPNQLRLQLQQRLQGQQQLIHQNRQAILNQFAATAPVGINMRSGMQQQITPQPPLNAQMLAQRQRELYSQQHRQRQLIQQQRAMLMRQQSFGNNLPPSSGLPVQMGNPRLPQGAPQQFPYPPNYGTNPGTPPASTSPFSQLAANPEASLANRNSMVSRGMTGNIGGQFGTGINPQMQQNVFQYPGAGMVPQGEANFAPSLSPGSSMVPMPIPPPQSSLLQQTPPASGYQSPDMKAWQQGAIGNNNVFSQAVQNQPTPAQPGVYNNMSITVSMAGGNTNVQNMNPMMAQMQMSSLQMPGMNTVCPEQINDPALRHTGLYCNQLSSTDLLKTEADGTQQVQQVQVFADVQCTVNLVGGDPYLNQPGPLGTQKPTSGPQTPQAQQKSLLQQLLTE
C8 TRAIL sens: sensitizes caspase-8 expressing cells to TRAIL; NB7+C8 cells + TRAIL, ATPlite viability luminescence; inhibition (viability loss, TRAIL sensitization), % at 10 µM; hit rate 1% among 360,000; AID 624354;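 active = compounds causing at least 50% loss of cell viability in the single-dose screen, relative to plate controls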
LRH-1 inv ag: suppresses constitutive activity of human LRH-1; O00482; HEK293T StAR-luciferase reporter, LRH-1 transfected, 24 h; inhibition, % at 3.6 µM; hit rate 0.13% among 360,000; AID 602396;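 active = inhibition above the mean inhibition of all tested compounds plus 3 SD, cut at about 73% in these data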;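 note: 0% = DMSO wells and 100% = reporter-only cells lacking LRH-1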
EBV LMP1 NFkB: inhibitors of Epstein-Barr LMP1-induced NF-kappaB reporter; LMP1-induced NF-kappaB luciferase reporter cells, luminescence; inhibition, % at 12.5 µM; hit rate 0.69% among 350,000; AID 504558; in the data active = inhibition above about 41%; inconclusive = no clear call, values can overlap the other calls;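 note: 0% = neutral control wells and 100% = reference inhibitor control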
SRC2 inh: inhibits human steroid receptor coactivator 2. hit rate 0.17% among 370,000. HEK293 GAL4-SRC2 luciferase reporter, luminescence. inhibition, % at 9 µM;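 active = inhibition above the mean inhibition of all tested compounds plus 3 SD, set per campaign, cut at about 52% in these data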;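 note: 0% = DMSO treated cells and 100% = cells given Gossypol at 36 µM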
NOD2-RIPK2 inh: NOD2-RIPK2 protein interaction inhibition; inhibition, % at 4.98 µM; AID 624267; O43353; CHO BLA complementation NOD2-RIPK2, CCF4 ratio; hit rate 0.38% among 360,000; in the data active = inhibition above about 21%;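 note: 0% = vehicle only and 100% = reference blocker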
TLR9-MyD88 inh: blocks human TLR9 binding to MyD88; Q9NR96+Q99836; CHO BLA complementation TLR9-MyD88, CCF4 FRET ratio; inhibition, % at 4.98 µM; hit rate 0.21% among 340,000;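 active = inhibition above the mean over all tested compounds plus 3 SD, cut at about 21% in these data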;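 note: 0% = DMSO only wells and 100% = clavulanate BLA inhibitor control wells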
COUP-TFII inh: inhibitors of human COUP-TFII (NR2F2); inhibition, % at 8.6 µM; AID 686940; hit rate 0.7% among 370,000; HEK293T NGFI-A luciferase reporter, luminescence;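 active = inhibition above a per-plate cutoff, mean inhibition of test wells between control levels plus 3 SD, cut at about 38% in these data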;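 note: cells cotransfected with COUP-TFII expression vector driving the NGFI-A reporter; 0% = median of COUP-TF2 test wells and 100% = reporter-only cells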
Vif imaging: inhibitors of HIV Vif; HEK293T cells, Vif self-association by quenched fluorescence, imaging, 24 h; AID 602346; inhibition, % at 7.49 µM; hit rate 0.35% among 340,000; in the data active = inhibition above about 50%, passing the limit was not always enough; inconclusive = no clear call, values can overlap the other calls; inactive = below about 31%; note: some results filed as inactive read as strong as hits
SRC3 inh: inhibits human SRC3 coactivator; hit rate 0.17% among 360,000; AID 588352; HEK293 GAL4-SRC3 luciferase reporter, luminescence; Q9Y6Q9; inhibition, % at 3.6 µM;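 active = inhibition above a per-campaign cutoff, the mean of all compounds plus 3 SD, cut at about 60% in these data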;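 note: 0% = DMSO-treated cells and 100% = gossypol-treated cells at 36 µM; higher means less SRC3-driven luciferase light from the GAL4 reporter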
Active calls of the source: *; u = inconclusive; x = not tested or not shown. A portion of the library; count on the stated rates, not on these rows.

No. | Compound | TROY NFkB inh | SRC1 inh | C8 TRAIL sens | LRH-1 inv ag | EBV LMP1 NFkB | SRC2 inh | NOD2-RIPK2 inh | TLR9-MyD88 inh | COUP-TFII inh | Vif imaging | SRC3 inh
1 | Cc1ccc(CC2CC(=O)N(CCc3ccccc3)C2=O)cc1 (stereo not drawn) | -30 | -16 | -20 | 1 | -8 | 0 | -2 | 2 | 17 | 1 | -5
2 | CC(=O)Nc1ccc(C(=O)CN2C(=O)NC3(CCCc4ccccc43)C2=O)c(F)c1 (stereo not drawn) | -5 | -28 | -4 | -3 | 0 | -2 | -7 | 1 | -2 | 0 | 1
3 | CCOc1cc(/C=N/O)ccc1OCc1ccc([N+](=O)[O-])cc1 | -23 | -9 | -2 | 9 | -9 | 13 | -2 | -7 | -4 | -7 | 5
4 | CCc1nc2ccc(C(=O)Nc3cccc(OCC(=O)N(C)C)c3)cn2c1N(CCC(C)C)CCN(C)C | 1 | 16 | -6 | 9 | x | 2 | 1 | x | -4 | 0 | 1
5 | COc1ccccc1NC(=O)CCC(=O)N(Cc1ccc(OC)c(OC)c1)c1nccs1 | -8 | 2 | -2 | -6 | -1 | 11 | -7 | 4 | -2 | -7 | -4
6 | Cc1nn(-c2ccccc2)c2sc(C(=O)N(CC(=O)NC3CCCC3)Cc3ccco3)cc12 | -26 | 2 | 22 | 19 | 2 | -1 | -14 | -9 | 3 | 2 | 16
7 | Cc1noc(C)c1C(=O)NCC(=O)Nc1ccccc1Br | 0 | 10 | -11 | -2 | 1 | 4 | -1 | -11 | 12 | u | 2
8 | Cc1ccccc1CS(=O)(=O)Cc1ccc(C(=O)NCCCN2CCCC2=O)o1 | 8 | -26 | 4 | 5 | 3 | -5 | 8 | -3 | -13 | 8 | 13
9 | O=C(NCc1ccccc1)C(c1ccccc1)n1c(=O)c(-c2cc3ccccc3[nH]2)nc2ccccc21 (stereo not drawn) | x | x | 13 | -6 | x | -17 | 48* | x | -8 | x | x
10 | Cc1nc(N)sc1C(=O)N/N=C/c1cccnc1 | 5 | 1 | -7 | 8 | -2 | -6 | 1 | 0 | 2 | -4 | 0
11 | Cc1ccc(C(=O)COC(=O)CN2C(=O)C3C4C=CC(C4)C3C2=O)cc1C (stereo not drawn) | -8 | -17 | 1 | 4 | 0 | 1 | -8 | 1 | 0 | -2 | 9
12 | C=CCN(C(=O)c1csnn1)C(C(=O)NC1CCCC1)c1ccc(OC)cc1 (stereo not drawn) | 5 | -3 | 14 | 12 | -2 | 5 | -7 | -1 | 1 | 18 | -1
13 | CCCCOc1ccc(C(C)NC(=O)C2CCCN(S(=O)(=O)CCC)C2)cc1 (stereo not drawn) | 24 | -26 | -17 | 9 | -2 | 18 | -7 | -7 | 1 | 3 | 10
14 | COCCNC(=O)c1cc2c(=O)n3cccc(C)c3nc2n1C | 11 | -2 | 14 | -18 | -10 | 20 | -15 | -7 | -9 | 0 | -10
15 | CCOc1ccc(N2C(=O)/C(=C\c3ccc(OC)c(O)c3)S(=O)(=O)C2c2cccc([N+](=O)[O-])c2)cc1 (stereo not drawn) | 5 | -6 | 9 | -20 | -14 | 3 | -1 | 3 | -23 | 4 | 1
16 | CCOC(=O)C1(C)CCCN1C(=O)c1cncc(Br)c1 (stereo not drawn) | -9 | -8 | 10 | 18 | x | 4 | -20 | x | -3 | -8 | -6
17 | Cc1ccc([C@H]2C[C@@H](n3cc(-c4ccc(F)cc4)nn3)[C@H](O)CN2C(=O)C2CCCCC2)cc1 | -1 | 0 | 7 | -12 | -1 | 0 | 5 | -1 | 20 | -3 | 8
18 | CN(C(=O)CN1C(=O)c2cccc(N)c2C1=O)C1CCCCC1 | -11 | -8 | 8 | 17 | -3 | -8 | 61* | 29* | -10 | 0 | 6
19 | CC(C)CC(NC(N)=O)C(=O)Nc1ccc(Cl)c(Cl)c1 (stereo not drawn) | 0 | 3 | 6 | 19 | -5 | -16 | -8 | 10 | 19 | 2 | 4
20 | O=C(NCc1ccccn1)C1CCN(S(=O)(=O)c2cnc[nH]2)CC1 | -2 | -13 | 4 | -16 | 4 | -6 | 3 | 9 | -5 | 15 | -4
21 | Cc1occc1C(=O)Nc1nn[nH]n1 | -4 | 2 | -3 | 4 | -5 | -30 | -7 | 11 | -2 | -2 | 5
22 | CCCC[C@@H]1CNC(=S)N1CCCc1cc(OC)c(OC)c(OC)c1 | 7 | -1 | -12 | 11 | 6 | -25 | 0 | -1 | 8 | -3 | -1
23 | Cc1cccc(N2CCN(C(=S)c3ccc(-c4ccccc4[N+](=O)[O-])o3)CC2)c1 | 31 | -9 | -8 | -13 | -3 | -8 | -3 | -10 | -9 | 4 | -4
24 | Cc1cccc(N2CCN(C(=O)CSc3nc4ccccc4nc3N3CC(C)OC(C)C3)CC2)c1C (stereo not drawn) | 35 | 25 | 14 | -5 | 28 | 17 | -18 | -4 | 19 | -3 | 16
25 | O=C(Nc1ccccc1C(=O)Nc1ccccn1)c1cccc([N+](=O)[O-])c1 | 18 | -1 | -6 | 37 | 8 | -1 | -5 | 7 | 6 | -11 | -8
26 | CCOC(=O)CSc1nnc2c3ccccc3n(CC)c2n1 | 26 | -3 | -1 | 9 | -6 | -4 | 11 | -6 | 12 | -4 | 6
27 | COC(=O)c1ccc(NC(=O)Cc2ccccc2)cc1 | -54 | -86 | 10 | -90 | -21 | -63 | -10 | -5 | -44 | 3 | -55
28 | O=C(CSc1nc(C(F)(F)F)cc(=O)[nH]1)N1CCOCC1 | 1 | 8 | -4 | -14 | 0 | -1 | -2 | -1 | 5 | -3 | 4
29 | Cc1cc(C(c2ccc(C)o2)c2ccc(C)o2)c(O)c([N+](=O)[O-])c1 | 10 | -24 | -1 | 3 | 2 | 25 | -9 | -8 | 7 | -8 | 10
30 | Cc1ccc(S(=O)(=O)/N=C(\c2ccc(F)cc2)n2c(C)nc3ccccc32)cc1 | -37 | -14 | 2 | -7 | -9 | 5 | -11 | 0 | 5 | 10 | -10
31 | O=C(NNS(=O)(=O)c1ccccc1)C1CCN(S(=O)(=O)c2ccc(Cl)cc2)CC1 | -8 | -14 | 22 | 5 | -14 | -27 | 7 | -1 | 0 | -4 | 6
32 | C=CCn1c(SCC(=O)NC)nc2sc3c(c2c1=O)CCC3 | 2 | -35 | -11 | -10 | 15 | -11 | -13 | 6 | -9 | x | -2
33 | Cc1ccc(CN2CCN(/N=C/c3ccc(C(F)(F)F)cc3)CC2)cc1 | 11 | 17 | 4 | 31 | 1 | -1 | -3 | -2 | 9 | -2 | 4
34 | Cc1ccccc1OCC(=O)Nc1ccc2c(c1)n(C)c(=O)n2C | -8 | -13 | -6 | 18 | -4 | -21 | 8 | 4 | -8 | 0 | 12
35 | CC(C)c1ccc(C(=O)N2CCCCC2c2cc(C(=O)NCc3cccnc3)no2)cc1 (stereo not drawn) | -1 | -11 | -3 | 15 | x | 3 | -10 | x | 16 | -6 | 2
36 | O=C(O)CCCNc1c(C(=O)Nc2ccc(Cl)cc2)cc([N+](=O)[O-])cc1[N+](=O)[O-] | 3 | 8 | 4 | -3 | 8 | -6 | -14 | 12 | -6 | -3 | -20
37 | COc1cc(C2=NOC(C(=O)NCc3ccccn3)C2)cc(OC)c1OC (stereo not drawn) | -6 | 6 | 4 | 0 | 2 | -10 | -6 | -3 | 10 | 12 | 9
38 | CCC(=O)Nc1ccccc1Oc1ccccc1 | 3 | 0 | 7 | 2 | 11 | -4 | -4 | -4 | -13 | 4 | -9
39 | COc1cccc(OC)c1C(=O)NC(=O)NNc1cc(C(F)(F)F)cc(C)n1 | -14 | -2 | -2 | 9 | -10 | 18 | -14 | 4 | 6 | -3 | 7
40 | Cn1c(=O)c2c(nc(SCc3ccccc3F)n2C)n(C)c1=O | 17 | 0 | -15 | 3 | 17 | -10 | -2 | 2 | 1 | 1 | 7
41 | C/C(=N\NC(=O)C1COc2ccccc2O1)c1ccc(Cl)s1 (stereo not drawn) | -8 | -32 | -9 | -9 | 1 | -38 | 7 | -4 | -10 | -4 | 11
42 | Cc1cc(Nc2nc(Cl)c(Cl)cc2Cl)n(-c2ccccc2)n1 | 25 | -6 | 7 | 16 | -5 | -23 | -6 | -5 | 8 | 2 | 3
43 | Cc1ccc(C(=O)Nc2ccncc2)cc1S(=O)(=O)N1CCCCC1 | -16 | 10 | 18 | 28 | -1 | 28 | -8 | -11 | 47* | x | 14
44 | C/C=C/c1ccc(OCCn2nnc3ccccc32)c(OC)c1 | -17 | -42 | 7 | -70 | -2 | -10 | 13 | -1 | 2 | 0 | -49
45 | FC(F)(F)c1cc(Oc2ccccc2)ncc1-c1nnc(-c2ccccc2Cl)o1 | -30 | 2 | 4 | -2 | 4 | 2 | -10 | -12 | 10 | -3 | 18
46 | CCn1c(Sc2ccc([N+](=O)[O-])cn2)nnc1-c1ccco1 | 4 | -23 | -68 | -14 | 14 | 20 | -11 | -3 | -13 | 1 | 7
47 | O=C(CN1CCOCC1)Nc1ncc(Cc2cccc3ccccc23)s1 | 13 | 3 | -6 | 19 | -3 | 2 | -3 | 2 | 0 | 3 | 4
48 | Cc1c(Cl)cccc1-n1c(SCC(=O)NCc2cccs2)nnc1-c1ccncc1 | 9 | -3 | 5 | 0 | 5 | -2 | 8 | 6 | 11 | 4 | 9
49 | CCCC(=O)Nc1ccc(C(=O)N/N=C/c2cccnc2)cc1 | -1 | -32 | -22 | -19 | -57 | 1 | -6 | 3 | 5 | 8 | 1
50 | COc1cc(NC(=O)CC(C)n2ccnc2)cc(OC)c1 (stereo not drawn) | 9 | -30 | -9 | 6 | 3 | -12 | -9 | -7 | 16 | 6 | -14
51 | CC(NC(=O)c1cccc(Cn2cc([N+](=O)[O-])cn2)c1)c1ccc(C(C)(C)C)cc1 (stereo not drawn) | 11 | -5 | 3 | -8 | 4 | -2 | -1 | -7 | 0 | -14 | -1
52 | C/C(=N\NC(=O)c1ccccn1)C12CC3CC(CC(C3)C1)C2 | -34 | -111 | 14 | -113 | -6 | -44 | -8 | 1 | -50 | 1 | -61
53 | CCCc1nnc(-c2ccc(OC)cc2)o1 | -19 | -23 | 8 | -21 | -21 | -18 | -4 | 1 | -20 | 2 | -10
54 | COCCn1c(=S)[nH]c2cc(C(=O)N3CCc4ccccc4C3)ccc2c1=O | -11 | 15 | 0 | 14 | 3 | 20 | -2 | -3 | 20 | -3 | 13
55 | Cc1ccc2c(c1)c(=O)c(Br)c(C)n2Cc1ccccc1 | 8 | 3 | -9 | -5 | -6 | -16 | -6 | -4 | 10 | 1 | 8
56 | Cc1ccccc1C(=O)Nc1ccccc1Sc1ccccc1 | -21 | -1 | 7 | 10 | -13 | 17 | -4 | -3 | -2 | 5 | 4
